# Assay outcomes as filed in PubChem BioAssay.
# MT1-MMP txn act = MT1-MMP promoter transcription activation; HT1080 MT1-MMP promoter luciferase reporter, luminescence, overnight; stronger effect = higher value; actives 0.16% (n = 86,000); activation factor at 10 µM;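 active = activation factor of at least 2 for MT1-MMP transcription at 10 µM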
# EphB4 antag = antagonists of human EphB4-ephrin-B2 interaction; actives 0.15% (n = 97,000); EphB4 LBD / TNYL-RAW-Alexa532 peptide, fluorescence polarization; AID 720; inhibition, % at 7 µM; P54760;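 active = inhibition above the screen-wide mean inhibition plus 3 SD, cut at about 15% in these data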;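 also: 0% = DMSO wells and 100% = excess unlabeled TNYL-RAW peptide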
# S1P2 blocker = blocks the human S1P2 receptor. O95136. cell-based S1P2 antagonist assay, inhibition at 5 uM. inhibition, % at 5 µM. actives 0.21% (n = 97,000); in the data active = inhibition above about 45%;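 also: CRE beta-lactamase reporter cells expressing human S1P2 stimulated with S1P; 0% = agonist at EC80 alone and 100% = agonist plus reference antagonist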
# Target sequence (O95136 whole entry, looked up): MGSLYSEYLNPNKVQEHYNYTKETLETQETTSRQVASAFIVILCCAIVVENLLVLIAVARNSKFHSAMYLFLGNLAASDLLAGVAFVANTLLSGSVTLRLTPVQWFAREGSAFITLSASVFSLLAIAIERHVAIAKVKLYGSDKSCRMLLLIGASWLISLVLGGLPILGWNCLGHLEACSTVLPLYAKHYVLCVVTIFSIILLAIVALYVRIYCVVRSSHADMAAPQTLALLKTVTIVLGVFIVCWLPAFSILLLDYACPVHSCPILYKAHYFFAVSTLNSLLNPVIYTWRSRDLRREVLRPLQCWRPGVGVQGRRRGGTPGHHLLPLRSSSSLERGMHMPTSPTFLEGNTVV
# Plk1 PBD FP = inhibitors of human Plk1 polo box domain binding. P53350. Plk1 PBD phosphopeptide binding, fluorescence polarization. inhibition, %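 (tested at about 20 µM)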. actives 0.13% (n = 97,000); in the data active = inhibition above about 34%, passing the limit was not always enough
# PLAP activator = activators of human placental alkaline phosphatase | P05187 | purified PLAP enzyme, luminescent substrate read-out; stronger effect = higher value | activation fold at 20 µM | actives 1.2% (n = 96,000) | AID 696; in the data active = activation fold above about 2
# Target sequence (P05187 whole entry, looked up): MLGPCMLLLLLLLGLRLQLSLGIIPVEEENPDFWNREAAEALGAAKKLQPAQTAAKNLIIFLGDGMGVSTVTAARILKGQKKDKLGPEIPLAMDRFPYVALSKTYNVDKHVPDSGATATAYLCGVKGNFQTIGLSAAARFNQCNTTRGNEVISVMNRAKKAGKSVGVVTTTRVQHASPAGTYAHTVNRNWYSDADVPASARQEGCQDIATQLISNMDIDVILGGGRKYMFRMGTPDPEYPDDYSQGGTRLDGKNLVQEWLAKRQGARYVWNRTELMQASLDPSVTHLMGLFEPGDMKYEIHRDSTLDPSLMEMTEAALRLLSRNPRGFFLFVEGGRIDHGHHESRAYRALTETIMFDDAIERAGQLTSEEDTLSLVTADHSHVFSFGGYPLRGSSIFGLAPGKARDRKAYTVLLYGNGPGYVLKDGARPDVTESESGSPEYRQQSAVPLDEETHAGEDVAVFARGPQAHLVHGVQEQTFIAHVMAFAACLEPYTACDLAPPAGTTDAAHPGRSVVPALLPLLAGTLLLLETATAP
# S1P2 agonist = S1P2 (human) receptor agonism. O95136. actives 0.46% (n = 97,000). AID 729. activation, % at 4.5 µM. S1P2-expressing cell line, agonist reporter read-out; in the data active = activation above about 16%;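 also: 0% = vehicle low control and 100% = maximal reference agonist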
# Rev-RRE block = inhibitors of HIV-1 Rev-RRE RNA interaction | P05866 | Rev peptide-RRE RNA binding, FRET | inhibition, % at 8 µM | actives 0.79% (n = 97,000) | AID 704;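 active = inhibition above the screen-wide mean plus 3 SD, cut at about 35% in these data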;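 also: 0% = median DMSO wells and 100% = median Neomycin B control wells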
# Target sequence (P05866 whole entry, looked up): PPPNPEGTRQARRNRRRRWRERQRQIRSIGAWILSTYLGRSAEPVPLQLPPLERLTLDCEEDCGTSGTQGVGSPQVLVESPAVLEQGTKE
#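 Test system: labelled RRE RNA duplex and labelled Rev peptide. Times: 5 min compound–RNA preincubation, then 15 min with peptide, 25 °C. Doses: single-dose 8 µM. Measured by: FRET, excitation 480 nm, emission 540 nm donor and 671 nm acceptor. Measure: % inhibition of FRET ratio versus controls.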
# FAK inh = inhibitors of human focal adhesion kinase. Q05397. biochemical FAK kinase activity assay. inhibition, %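 (tested at 7 µM)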. actives 0.84% (n = 97,000). AID 727; in the data active = inhibition above about 19%;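 also: 0% = DMSO and 100% = reference compound high control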
# PLK1 kinase inh = PLK1 (human) kinase inhibition; P53350; recombinant PLK1 kinase, TR-FRET peptide phosphorylation; inhibition, % at 10 µM; actives 0.53% (n = 97,000); AID 619;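 active = inhibition of 50% or more in the single-concentration screen; inactive = inhibition below 50%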;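 also: 0% = DMSO max control and 100% = H-89 dihydrochloride min control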
# An asterisk follows results filed as active; x = not tested or not shown.
SMILES,MT1-MMP txn act,EphB4 antag,S1P2 blocker,Plk1 PBD FP,PLAP activator,S1P2 agonist,Rev-RRE block,FAK inh,PLK1 kinase inh
CCOc1ccccc1NC(=O)Cn1nnc(-c2ccc(OCC)c(OCC)c2)n1,1.2,-4,-31,24,0.8,5,-6,-1,-16
CCN1C(=O)/C(=C/c2cn(C)nc2C)SC1=S,x,-4,-7,2,0.9,-4,7,0,-14
CCOC(=O)COc1ccc2c(c1)C(=O)CC(C)(c1cccnc1)O2 (stereo unspecified),1,1,21,21,1.2,-3,3,3,-6
CC(=O)Nc1ccccc1NC(=O)C(F)(F)F,1.1,3,-5,11,0.8,4,4,2,-12
CCOc1ccc(S(=O)(=O)NCCCN2CCOCC2)cc1,1,-7,-20,11,1.1,-3,6,0,-12
Cc1cc(C)c2ccc(NN)nc2c1O,1.2,6,-2,13,2*,-7,10,0,24
COc1ccc(-c2nnnn2C)cc1S(=O)(=O)NCCc1ccccc1,1.3,-9,-1,-2,x,-2,2,-3,-9
Cc1cc(NC(=O)Nc2ccc(F)cc2)no1,1.1,-5,12,-11,1.2,1,4,2,-7
O=C(NCc1ccco1)C1CCCN(S(=O)(=O)c2cnc[nH]2)C1 (stereo unspecified),1,2,2,8,0.9,-4,8,-4,-11
COc1ccc(-c2cc(N3CCCC3)n3ncnc3n2)cc1,0.9,0,-1,-11,0.7,-4,6,8,0
CCCCc1c(O)nc(SCCC(=O)O)[nH]c1=O,x,8,1,-25,1,-3,5,-2,-4
CCCOC(=O)c1ccc(NC(=O)COC)cc1,1.3,-7,1,9,1.1,0,5,-2,-5
CCCCCC(C)n1[nH]c(=O)c2c(C)cc(C)nc21 (stereo unspecified),1.1,-1,-183,12,1.3,-2,2,5,86*
Cc1ccccc1Cn1nnc2c1C(=O)c1ccccc1C2=O,1.3,5,0,-1,x,-3,8,4,-9
C=CCNS(=O)(=O)CC12CCC(CC1=O)C2(C)C (stereo unspecified),1.2,1,-4,5,1,-2,35,0,-10
CCCCc1c(CCC)c(=N)c2ccccc2n1C,1.1,0,21,-21,0.7,-1,-3,-6,-1
O=C(c1ccc(N2CCOCC2)cc1)c1cccs1,0.8,0,10,-9,1,-5,0,3,-3
CCOC(=O)c1cc(OC(=O)c2cccnc2)n(-c2ccccc2)n1,1.1,-5,1,13,1,-4,2,-3,-11
Cc1ccc(OCCCCn2ccnc2)c(Cl)c1,x,-2,0,33,1.4,-5,5,-2,-1
Cc1noc(C(=O)Nc2ccccc2C(F)(F)F)c1Cl,1.2,1,19,-30,1.1,-3,-2,4,6
N#CCCN(Cc1cccnc1)C(=O)Nc1ccccc1,1.1,8,-14,-15,0.8,-1,9,1,-2
O=C1CCCCC(=O)N(c2ccccc2)c2ccccc21,1.2,2,8,-16,0.9,-4,3,2,-2
O=C(Nc1ccccc1N1CCN(C(=O)c2ccc(Cl)cc2)CC1)c1ccc2c(c1)OCO2,1.2,-3,16,-17,1.5,-7,6,-2,-5
CCOc1ccc(NC(=O)CN(c2cccc(C(F)(F)F)c2)S(C)(=O)=O)cc1,1.2,9,7,-6,0.9,0,18,0,-13
C=CCOc1cccc(C2C(C(=O)c3ccco3)=C(O)C(=O)N2Cc2ccncc2)c1 (stereo unspecified),1.1,5,6,9,1.1,-3,2,-3,-13
COc1cccc(OCc2nc3ccccc3[nH]2)c1,x,-10,4,-20,1.6,-6,5,2,-7
CC(=O)N1CN(S(=O)(=O)c2ccc(C)cc2)CC1C (stereo unspecified),1,1,-19,17,0.9,-3,-1,1,-2
Cc1sc2nc3n(c(=O)c2c1C)CCCS3,1.2,-7,-21,27,0.9,0,0,0,-13
COc1ccc(CC(=O)NCc2ccccc2Cl)cc1S(=O)(=O)N1CCOCC1,1.2,1,18,-6,x,-8,-2,2,-19
CCOP(=O)(O)c1ccccc1OCCOc1ccccc1P(=O)(O)OCC,1,0,-8,-26,1.1,-3,7,8,-9

# In a second layout: 18 of the compounds above
SMILES	MT1-MMP txn act	EphB4 antag	S1P2 blocker	Plk1 PBD FP	PLAP activator	S1P2 agonist	Rev-RRE block	FAK inh	PLK1 kinase inh
CCOc1ccccc1NC(=O)Cn1nnc(-c2ccc(OCC)c(OCC)c2)n1	1.2	-4	-31	24	0.8	5	-6	-1	-16
CCN1C(=O)/C(=C/c2cn(C)nc2C)SC1=S	x	-4	-7	2	0.9	-4	7	0	-14
CCOC(=O)COc1ccc2c(c1)C(=O)CC(C)(c1cccnc1)O2 (stereo unspecified)	1	1	21	21	1.2	-3	3	3	-6
CC(=O)Nc1ccccc1NC(=O)C(F)(F)F	1.1	3	-5	11	0.8	4	4	2	-12
CCOc1ccc(S(=O)(=O)NCCCN2CCOCC2)cc1	1	-7	-20	11	1.1	-3	6	0	-12
Cc1cc(C)c2ccc(NN)nc2c1O	1.2	6	-2	13	2*	-7	10	0	24
COc1ccc(-c2nnnn2C)cc1S(=O)(=O)NCCc1ccccc1	1.3	-9	-1	-2	x	-2	2	-3	-9
Cc1cc(NC(=O)Nc2ccc(F)cc2)no1	1.1	-5	12	-11	1.2	1	4	2	-7
O=C(NCc1ccco1)C1CCCN(S(=O)(=O)c2cnc[nH]2)C1 (stereo unspecified)	1	2	2	8	0.9	-4	8	-4	-11
COc1ccc(-c2cc(N3CCCC3)n3ncnc3n2)cc1	0.9	0	-1	-11	0.7	-4	6	8	0
CCCCc1c(O)nc(SCCC(=O)O)[nH]c1=O	x	8	1	-25	1	-3	5	-2	-4
CCCOC(=O)c1ccc(NC(=O)COC)cc1	1.3	-7	1	9	1.1	0	5	-2	-5
CCCCCC(C)n1[nH]c(=O)c2c(C)cc(C)nc21 (stereo unspecified)	1.1	-1	-183	12	1.3	-2	2	5	86*
Cc1ccccc1Cn1nnc2c1C(=O)c1ccccc1C2=O	1.3	5	0	-1	x	-3	8	4	-9
C=CCNS(=O)(=O)CC12CCC(CC1=O)C2(C)C (stereo unspecified)	1.2	1	-4	5	1	-2	35	0	-10
CCCCc1c(CCC)c(=N)c2ccccc2n1C	1.1	0	21	-21	0.7	-1	-3	-6	-1
O=C(c1ccc(N2CCOCC2)cc1)c1cccs1	0.8	0	10	-9	1	-5	0	3	-3
CCOC(=O)c1cc(OC(=O)c2cccnc2)n(-c2ccccc2)n1	1.1	-5	1	13	1	-4	2	-3	-11

# (list continues)
SMILES,MT1-MMP txn act,EphB4 antag,S1P2 blocker,Plk1 PBD FP,PLAP activator,S1P2 agonist,Rev-RRE block,FAK inh,PLK1 kinase inh
COC(=O)Cc1c(C)c2ccc(OCC(=O)N3CCOCC3)cc2oc1=O,0.9,-7,3,-12,0.9,-3,2,-3,-12
CCC(=O)Nc1ccc(S(=O)(=O)NCCc2ccccc2)cc1,1.1,1,-8,20,0.8,0,4,-2,-8
O=C(OC(C(=O)NCC1CCCO1)c1ccc(F)cc1)c1ccco1 (stereo unspecified),1,3,14,-23,1,-4,4,-2,-8
CCN1C(=O)/C(=C2/Sc3ccc(OC)cc3N2C)SC1=Nc1ccc(C(C)=O)cc1,x,8,16,3,x,-4,8,-1,-5
Cc1cccc(NC(=O)Cn2cnc3ccc(S(=O)(=O)N4CCC(C)CC4)cc3c2=O)n1,1.2,-6,0,-8,1.4,-7,10,-4,5
CC(c1cccs1)N(C(=O)Nc1ccccc1)C1CCCCC1 (stereo unspecified),1.1,7,7,-22,1,-9,6,-2,-12
Brc1ccccc1Cn1c(-c2cncs2)nc2ccccc21,1.1,-10,-2,-11,0.8,-1,8,4,-8
CC(=O)NCCc1ccc(S(=O)(=O)N2CCCC2)cc1,1.1,-9,-13,-11,0.9,-6,3,-4,1
CC(C)n1cnc2cc(NCc3ccccn3)ccc21,1.3,6,-7,-13,1.5,-5,9,1,-5
Cc1cc(C)cc(-n2c(C)cc(/C=N/NC(=O)c3cccc([N+](=O)[O-])c3C)c2C)c1,x,3,9,-25,1.3,-4,-3,2,-20
N/C(=N\c1nc2ccccc2o1)NC(=O)c1ccccc1,1.5,-5,2,2,1.1,-5,7,7,-5
CCN1C(=O)c2ccccc2S(=O)c2ccc(C(=O)NC3CC3)cc21 (stereo unspecified),1.1,1,-13,-16,1.1,-1,3,1,-8
CN1C(=O)C2ON(c3ccccc3)C(c3cccs3)C2C1=O (stereo unspecified),1.1,3,15,6,0.9,-10,7,-3,-13
O=C(CSc1ncc(-c2ccccc2)nn1)NCc1ccco1,1.1,-3,-7,-16,0.8,-6,0,-2,-4
CCN(C1CCCCC1)S(=O)(=O)c1ccc(S(=O)(=O)N(CC(=O)Nc2ccccc2)C2CC2)cc1,0.9,10,8,3,0.6,-6,12,0,-18
CCCNC(=O)NCc1ccc(N2CCCC2=O)cc1,1.1,0,9,-11,1,-5,7,-1,-13
COc1ccc(C=NCCCN2CCOCC2)cc1,1.2,-6,3,17,x,-9,8,0,-11
CCOCCCNCc1ccc(OC)cc1,1.1,3,9,-20,0.8,-5,12,-2,-6
COc1cc(C(=O)NCC(=O)n2nc(C)cc2C)cc(OC)c1OC,1,10,9,4,1.2,-7,3,-3,-3
COc1ccc(S(=O)(=O)c2ccc(OC)c(OC)c2)cc1OC,1.1,-6,-6,-9,1.3,-4,6,-2,-13
CCC1SC2=NCN(c3ccccc3)CN2C1=O (stereo unspecified),1.1,-2,-2,5,1.2,-5,-3,-5,0
Nn1c(SCC(=O)Nc2ccc(F)cc2F)nnc1-c1cccnc1,1.6,-2,18,-14,0.9,-6,5,2,3
Cn1ncc(N=Cc2ccccc2)c1C(N)=O,0.9,-1,20,-3,0.9,-2,12,6,3
CCOC(=O)c1c(C2COc3ccccc3O2)csc1NC(=O)c1ccco1 (stereo unspecified),x,6,13,-23,1,-1,10,-3,-13
Cc1cc(S(=O)(=O)Nc2nc(CN3CCOCC3)nc3sc4c(c23)CCCC4)ccc1F,1.1,6,-18,8,1.6,1,1,-3,2
Cc1ccccc1/C(N)=N/OC(=O)N1c2ccccc2Sc2ccccc21,x,-6,16,-21,1.3,-8,0,5,2
CCC(C)c1ccc(NC(=O)CSc2nncn2N)cc1 (stereo unspecified),x,6,-9,4,1.1,-5,8,1,-8
CN1CCN(C(=O)c2ccccc2-c2nc(-c3ccccc3)no2)CC1,1.8,2,-6,-27,1.6,-5,3,4,-5
Cc1ccc(NC2c3ncccc3C(=O)N2c2ccccc2C)cc1C (stereo unspecified),1.4,-15,15,-16,0.9,-4,6,-2,4
CC(C)CNc1oc(-c2ccco2)nc1C#N,1,1,5,-9,x,0,5,-1,-10
CCOC(=O)N1CCN(C(=O)c2ccc(Cl)c(S(=O)(=O)N3CCOCC3)c2)CC1,1.1,-4,15,23,1.1,-5,4,-3,-13
N#Cc1nc(COc2ccccc2)oc1N1CCN(c2cccc(Cl)c2)CC1,1.3,4,-10,23,0.9,-2,11,1,-9
COc1ccccc1C(c1nnnn1C(C)(C)C)N1CCN(Cc2ccccc2)CC1 (stereo unspecified),1.2,3,6,-7,x,-8,5,0,-6
CC(C)(C)N(NC(=O)Nc1ccccc1)C(=O)c1ccccc1Cl,x,-3,-4,-6,1,-3,4,-2,-6
Clc1ccc(-c2nnc(-c3ccc(Br)o3)o2)c(Cl)c1,1.2,-3,3,-27,0.8,-4,9,1,-6
CCCN1C(=O)/C(=C/c2ccco2)SC1=Nc1ccc(OC)cc1,x,2,-36,-8,1.1,-5,11,0,-10
O=C1NCCN1C(=O)c1ccco1,1.1,0,-15,-2,1,-6,1,-4,-25
O=C(COc1ccccc1)c1cn(CC(=O)N2CCOCC2)c2ccccc12,1.1,-7,-6,-8,1.4,-1,23,1,-13

# Three compounds out of the list above, arranged by the number in FAK inh, largest number first:
SMILES,MT1-MMP txn act,EphB4 antag,S1P2 blocker,Plk1 PBD FP,PLAP activator,S1P2 agonist,Rev-RRE block,FAK inh,PLK1 kinase inh
O=C(c1ccc(N2CCOCC2)cc1)c1cccs1,0.8,0,10,-9,1,-5,0,3,-3
CCOC(=O)c1cc(OC(=O)c2cccnc2)n(-c2ccccc2)n1,1.1,-5,1,13,1,-4,2,-3,-11
CCC1SC2=NCN(c3ccccc3)CN2C1=O (stereo unspecified),1.1,-2,-2,5,1.2,-5,-3,-5,0
